PfHsp90 yeast 2: growth inhibition of PfHsp90-expressing yeast, primary screen, antimalarial PfHsp90 inhibitor project, S. cerevisiae, BacTiter-Glo luminescence, single point, set 2. BacTiter-Glo ATP, 48 h; yeast lacking PDR1 and PDR3 efflux regulators. inhibition, % at 9.4 µM. 310,000 compounds, 0.32% hits. AID 504621, 2011;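 active = every replicate shows inhibition above about 80%, whatever the replicate mean, limit read from the data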;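 note: 0% = DMSO neutral controls and 100% = 20 µM radicicol positive controls; yeast relying on Plasmodium falciparum Hsp90 in place of its own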
CAL PDZ inh: CAL PDZ peptide-binding inhibitors, primary screen, biochemical, fluorescence polarization, Cer-tagged CAL PDZ, HTS; 330,000 compounds, 0.02% hits; inhibition, % at 20 µM; purified CAL PDZ, TMR-peptide fluorescence polarization, 1 h; Golgi-associated PDZ and coiled-coil motif-containing protein (Homo sapiens), Q9HD26;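 active = highest replicate inhibition of at least 40%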;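 note: plate controls were DMSO neutral control wells for no effect and unlabeled competitor peptide control wells for full effect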
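Material: tagged CAL PDZ protein CerCALP, purified; buffer or medium: sodium phosphate/NaCl buffer pH 7.4 with TCEP, IgG, Thesit; also added: fluorescent TMR peptide probe; schedule: 1 h incubation at room temperature before polarization reading; technique: fluorescence polarization from S- and P-plane intensities, G-factor corrected; control set: unlabelled peptide and DMSO controls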
Tat export inh: E. coli Tat export inhibitors, primary screen, MC4100, TorA-mCherry reporter, fluorescence, single point | inhibition, % at 10 µM | 340,000 compounds, 0.036% hits;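 active = mean replicate inhibition at least 50% and at least half of replicates individually reaching 50%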;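 note: exported cargo escapes ClpAP degradation while cytoplasmic cargo is degraded and loses fluorescence; 0% = median of neutral control wells and 100% = median of NaSCN control wells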
Wnt bcat act: Wnt/beta-catenin pathway activators, primary screen, cell-based, plate reader, single point; Wnt/beta-catenin reporter cell assay, activator; activation, % at 9.35 µM; 300,000 compounds, 1.2% hits; in the data active = activation above about 30%, passing the limit was not always enough;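 note: 0% = neutral control wells and 100% = positive control wells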
E coli growth: E. coli V3065 growth inhibition, primary screen, counter-screen for AddAB inhibitor project, absorbance, OD600 | 18 h | inhibition, % at 11.9 µM | 330,000 compounds, 0.27% hits | AID 449728, 2010;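 active = inhibition above the campaign's mean inhibition across all tested compounds plus 3 SD, cut at about 9.9% in these data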;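 note: uninfected addAB+ strain grown without phage in ampicillin broth; 0% = DMSO wells and 100% = ciprofloxacin 0.95 µg/ml wells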
PvdQ acylase: P. aeruginosa PvdQ acylase inhibitors, primary screen, biochemical, fluorescence, plate reader and imaging, single point | AID 488965, 2010 | inhibition, % at 10 µM | 340,000 compounds, 0.063% hits | purified PvdQ acylase | PvdQ acylase [Pseudomonas aeruginosa LESB58]; in the data active = inhibition above about 30%, passing the limit was not always enough;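 note: 0% = vehicle neutral wells and 100% = reference inhibitor wells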
AddAB inh: growth inhibition of E. coli expressing H. pylori AddAB, primary screen, AddAB inhibitor project, absorbance; 330,000 compounds, 0.29% hits; inhibition, % at 11.9 µM; AID 435030, 2010; in the data active = inhibition above about 12%;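 note: 0% = vehicle wells of infected cells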
Rtt109 Vps75: inhibitors of C. albicans Rtt109/Vps75 HAT, primary screen, biochemical, ThioGlo CoA-SH fluorescence, plate reader; purified Rtt109/Vps75, 4 h; Histone acetyltransferase RTT109 (Candida albicans (strain SC5314 / ATCC MYA-2876)), …; inhibition, % at 34.9 µM; 330,000 compounds, 0.16% hits;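 active = inhibition of at least 50% in every replicate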
Target sequence (Q5AAJ8 whole entry, looked up): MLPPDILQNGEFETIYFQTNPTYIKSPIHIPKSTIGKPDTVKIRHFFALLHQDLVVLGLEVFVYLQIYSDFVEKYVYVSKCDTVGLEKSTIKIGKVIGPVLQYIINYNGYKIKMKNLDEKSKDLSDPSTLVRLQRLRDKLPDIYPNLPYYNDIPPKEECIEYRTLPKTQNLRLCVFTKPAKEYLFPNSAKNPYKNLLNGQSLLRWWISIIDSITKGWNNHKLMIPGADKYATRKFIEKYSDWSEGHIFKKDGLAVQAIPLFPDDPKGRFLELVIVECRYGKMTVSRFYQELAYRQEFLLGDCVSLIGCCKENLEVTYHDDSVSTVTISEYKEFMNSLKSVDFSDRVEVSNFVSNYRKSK
DAGLB inh: DAGLB lipase inhibitors, primary screen, biochemical, fluorescence, HTS | HEK293T DAGLB membrane lysate, EnzChek fluorogenic substrate | inhibition, % at 5.17 µM | 340,000 compounds, 0.059% hits | Diacylglycerol lipase-beta (Homo sapiens), Q8NCG7; in the data active = inhibition above about 34%;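 note: 0% = enzyme with vehicle and 100% = wells lacking enzyme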
phage Ecoli inh: growth loss of phage-infected E. coli, primary screen, RecBCD inhibitor project, absorbance, with phage, HTS | inhibition, % at 11.9 µM | 360,000 compounds, 0.26% hits | AID 651602, 2012; in the data active = inhibition above about 11%
* hit, by the source's call; . = no result given.

smiles	PfHsp90 yeast 2	CAL PDZ inh	Tat export inh	Wnt bcat act	E coli growth	PvdQ acylase	AddAB inh	Rtt109 Vps75	DAGLB inh	phage Ecoli inh
Cc1cccc(OCC(=O)NCC(=O)N/N=C/c2ccccc2)c1	0	-0.6	-5	-1	1.6	-7	0.3	-9	-1	0.7
Cn1c(=O)oc2cc(S(=O)(=O)Nc3ccc(Cl)cc3F)ccc21	25	-0.2	-2	-2	-3.3	-3	1.8	-13	3	2.3
Cc1ccc(N2C(=O)[C@@H]3[C@H](C2=O)C2CCCN2[C@@H]3C(=O)c2ccccc2)cc1 (stereo partly specified)	8	-1.3	4	.	-2.9	-14	-0.7	-2	-1	0.4
CC(=O)c1ccc(NC(=O)COC(=O)c2nc(Cl)ccc2Cl)cc1	-10	-2.2	5	-1	1.2	-14	2.8	-3	0	2.6
O=C(CCS(=O)(=O)c1ccccc1)N1CCOCC1	11	-0.5	8	2	2.6	-6	-0.2	-4	3	2.5
N#Cc1ccccc1NC(=O)COC(=O)/C=C/c1cn(-c2ccccc2)nc1-c1ccc(Cl)cc1	-9	-6.7	0	-1	.	-12	.	-2	3	0.1
COC(=O)c1sccc1NC(=O)NC1CCCCC1	10	-3.2	-1	21	2.2	-12	-0.1	3	-2	0.7
COCCCNC(=S)N1CCN(c2nc(C)nc3sc4c(c23)CCCC4)CC1	-2	-1.3	9	-1	-1.5	-18	1.6	0	-1	0.7
Cc1ccc(CC23CN4CCN(CC(C4)C2O)C3)c(C)c1 (stereo unspecified)	32	1.2	2	.	-2.6	-26	0.7	-12	1	1.7
Cc1cccc(NC(=O)Nc2cccc(C)n2)n1	3	.	-16	.	-2.0	7	0.8	-6	2	1.6
CC1=C(C(N)=O)C(c2ccccc2)n2nc(-c3ccncc3)nc2N1 (stereo unspecified)	5	-1.7	24	-2	2.3	-9	-0.8	4	1	3.4
COc1ccc(C2Nc3ccccc3C(=O)N2Cc2ccco2)cc1COc1ccc(NC(C)=O)cc1 (stereo unspecified)	11	-1.9	3	0	-2.8	-4	1.4	-3	2	2.4
O=C(Cc1c[nH]c2ccccc12)OCC(=O)c1ccccc1	0	1.3	9	.	0.4	2	0.2	4	-2	2.0
O=C(C1CN(S(=O)(=O)c2ccccc2)CCN1S(=O)(=O)c1ccccc1)N1CCCCCC1 (stereo unspecified)	-2	-0.7	14	.	0.7	-15	2.4	-1	-4	3.6
COc1ccc(C2C(C#N)=C(N)N(c3ccccc3)C3=C2C(=O)CCC3)cc1Cn1cc([N+](=O)[O-])cn1 (stereo unspecified)	-23	-0.4	1	-8	-1.5	1	1.5	3	2	-0.8
C#CCSc1nc(N)c2c(n1)OC(N)=C(C#N)C2c1cccnc1 (stereo unspecified)	7	-0.3	-5	-1	1.1	-9	1.5	2	1	1.7
COc1ccc(NS(=O)(=O)c2cccs2)cc1S(=O)(=O)N1CCOCC1	-21	-2.3	0	0	-0.8	-16	1.6	0	2	1.9
COc1ccc(S(=O)(=O)N2CCc3cc(OC)c(OC)cc3C2)cc1	17	-2.7	-5	-1	-0.4	-10	-1.3	1	-2	-0.7
Cc1ccc(C)c(-n2c(CNc3ccc(F)cc3)nnc2SCC(N)=O)c1	-7	-2.7	8	0	0.4	-18	-0.7	.	1	1.2
C[n+]1cn(Cc2cc(Cl)ccc2OC(F)F)c2ccccc21	0	0.8	0	9	0.5	-12	1.4	-7	0	2.2
O=Cc1cn(-c2ccc(F)cc2)c2ccccc12	-27	-1.4	-8	.	-0.1	-1	2.4	-2	-3	3.6
CN(C(=O)COC(=O)c1cc(S(=O)(=O)N2CCCCC2)ccc1N1CCOCC1)C1CCS(=O)(=O)C1 (stereo unspecified)	14	0.1	4	-1	-2.3	6	-0.5	-2	1	1.7
CC1CC(C)CN(C(=O)COC(=O)c2ccc[nH]c2=O)C1 (stereo unspecified)	.	-0.1	-4	.	-1.3	17	3.6	1	1	1.8
CN1CCN(C=NC2=NN(c3cccc(C(F)(F)F)c3)CC2)CC1	7	-0.3	2	.	1.6	1	5.5	2	0	1.5

A run of entries taken from the entries so far:
smiles	PfHsp90 yeast 2	CAL PDZ inh	Tat export inh	Wnt bcat act	E coli growth	PvdQ acylase	AddAB inh	Rtt109 Vps75	DAGLB inh	phage Ecoli inh
CN(C(=O)COC(=O)c1cc(S(=O)(=O)N2CCCCC2)ccc1N1CCOCC1)C1CCS(=O)(=O)C1 (stereo unspecified)	14	0.1	4	-1	-2.3	6	-0.5	-2	1	1.7
CC1CC(C)CN(C(=O)COC(=O)c2ccc[nH]c2=O)C1 (stereo unspecified)	.	-0.1	-4	.	-1.3	17	3.6	1	1	1.8
CN1CCN(C=NC2=NN(c3cccc(C(F)(F)F)c3)CC2)CC1	7	-0.3	2	.	1.6	1	5.5	2	0	1.5

Carrying on:
smiles	PfHsp90 yeast 2	CAL PDZ inh	Tat export inh	Wnt bcat act	E coli growth	PvdQ acylase	AddAB inh	Rtt109 Vps75	DAGLB inh	phage Ecoli inh
Cc1cc(N)ncc1[N+](=O)[O-]	-2	0.2	1	-1	.	2	.	3	-3	3.0
COc1ccccc1N1CCN(S(=O)(=O)c2c(C)[nH]c(=O)[nH]c2=O)CC1	-31	-0.3	2	-1	-1.0	-13	-0.7	-1	1	-4.9
CCn1cc(C(=O)NCCC(=O)NCCO)c(=O)c2cc3c(cc21)OCO3	-10	0.0	0	0	1.2	10	-2.5	6	-2	0.1
COC(=O)c1ccc(Cn2nnc3c(=O)[nH]c(C4CCCN(S(=O)(=O)c5ccccc5)C4)nc32)cc1 (stereo unspecified)	-6	-2.6	1	0	-1.7	-16	3.2	-1	-1	1.6
COc1ccc(S(=O)(=O)N2CCCCC2)cc1-n1cnnn1	8	-1.3	-6	-3	-0.8	0	4.7	1	0	3.5
Cc1ccc(OCC(=O)NC2CCS(=O)(=O)C2)cc1 (stereo unspecified)	12	0.2	-4	.	-1.1	-10	-0.9	-10	-2	2.4
COc1ccccc1N1CCN(c2ccc(S(=O)(=O)N3CCN(C)CC3)cn2)CC1	4	-2.6	-2	2	0.2	4	0.4	.	1	1.5
COc1cc(=O)[nH]c(SC(C)C(=O)Nc2cc(C)on2)n1 (stereo unspecified)	16	-3.0	5	-2	0.8	-5	1.8	-16	2	0.8
COc1cc(NC(=O)COC(=O)/C=C/c2ccc(Cl)cc2Cl)cc(OC)c1	-2	0.8	-2	-6	2.1	-13	3.0	-2	-1	1.6
CCCCn1c(N)c(N(CC(C)C)C(=O)c2ccco2)c(=O)[nH]c1=O	.	-1.1	-1	-1	-0.4	-4	0.8	-2	3	-0.5
COCCOC(=O)c1c(C)n(C)c2ccc(OC(=O)c3ccccc3F)cc12	18	-1.4	9	-3	-0.4	-2	-2.4	0	-7	3.0
Cc1ccc(NC(=O)COC(=O)Cn2cnc3c2c(=O)n(C)c(=O)n3C)cc1F	0	-2.6	2	-1	.	-11	.	-5	0	4.4
CCNC(=O)c1ccccc1NC(=O)c1cccc(S(=O)(=O)N2CCC(C)CC2)c1	5	.	17	.	0.3	-5	-3.4	8	-4	3.1
N#CCSc1nc2cc(C(=O)N3CCC(C(N)=O)CC3)ccc2c2nc3ccccc3n12	-11	-1.2	0	-6	-0.7	-14	0.5	-3	-2	.
CN(CC(=O)Nc1ccc(S(=O)(=O)N2CCCC2)cc1)Cc1c(F)cccc1Cl	8	-1.4	2	2	1.1	5	0.4	1	-6	0.5
CC1CN(S(=O)(=O)c2cccc(C(=O)OCCOc3ccccc3)c2)CC(C)O1 (stereo unspecified)	8	-0.9	4	0	0.3	-19	1.0	-1	-7	2.6
Cc1csc2nc(CCNS(=O)(=O)c3cccs3)cn12	-13	-1.4	-4	29	-2.9	-9	2.0	-25	3	1.3
C#CCNC(=O)C1=C[C@H](C(C)(C)C)C[C@H](OCCCCO)O1	-6	-4.6	-5	0	-2.7	-8	1.9	2	0	0.9
O=C(CN1C(=O)CSc2ccc(S(=O)(=O)N3CCOCC3)cc21)NCc1ccc(F)cc1	-5	0.1	-2	1	-3.6	-16	2.7	7	0	1.6
COc1cc(/C=C/C(=O)Nc2ccncc2)cc(OC)c1OC	23	-3.7	5	-1	-0.9	-33	2.3	6	-2	1.8
Cc1[nH]c(=O)c(C#N)cc1-c1csc(-c2ccccc2)n1	-7	0.0	5	-4	-0.8	-2	-0.5	3	2	-0.8
Fc1cccc(NC(=S)NC2CCCCCCC2)c1	0	-1.0	2	5	.	0	.	3	-4	8.1
Cc1ccc2nc(NC(=O)CCn3cccc3)sc2c1	6	-1.8	4	8	-0.3	-15	1.6	-9	-1	3.8
CN=CC1=C(O)CC(C)(C)CC1=O	-4	-0.4	-4	.	2.8	-17	4.0	0	-1	1.8
Cc1ccccc1NC(=O)CC(=O)Nc1ccccc1C	-25	-0.1	11	-2	-1.5	-7	0.1	-3	2	1.0
COc1ccc(NC(=O)C2CCCN(S(=O)(=O)c3cnc[nH]3)C2)cc1 (stereo unspecified)	4	-1.7	2	-3	-1.5	-6	1.7	8	-2	3.9
N#Cc1ccc(C=NN2CCCCCC2)cc1	.	0.7	7	48*	.	8	.	0	-5	0.7
CCCCn1c(=O)[nH]c(=O)c2c1nc(-c1ccccn1)n2CC	19	-2.9	6	3	-0.6	-15	3.2	-10	1	1.9

Bioassay records: PubChem BioAssay, several laboratories
